Screening results as filed in PubChem.
Yfh1-off respiration = enhancers of respiration in Yfh1-depleted yeast, dose response, Friedreich's ataxia, plus single-dose screen (AID 1465); one-dose fold induction at 50 µM; EC50 in µM for titrated hits; S. cerevisiae Yfh1-off respiration, WST-1 reduction, 72 h; higher fold induction means a stronger effect; 220,000 compounds, 0.074% hits;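 active = fold induction of absorbance versus untreated yeast above a set limit, then at least 30% activation at any dose in follow-up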;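 also: activators that raise dye reduction in frataxin-depleted yeast; strong numbers were not always called active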
MT stabilizer = microtubule stabilization, imaging screen; % tubulin-high responders, % at 10 µM; AID 2205; 200,000 compounds, 0.83% hits; HeLa tubulin immunostaining HCS, 24 h; share of cells brighter than vehicle mean+2SD;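 active = plate Z-score above 3 for both tubulin-high and condensed-nucleus cell shares, with cell loss under 80%, at 10 µM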;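 also: anti alpha tubulin signal scored within the nucleus-defined area of each cell; some results filed as inactive read as strong as hits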
Ins promoter up = MIN6 insulin promoter up-regulation | 190,000 compounds, 0.3% hits | MIN6 insulin promoter-GFP reporter, high-content imaging; active compounds read high | z-score at 5 µM | AID 1625;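 active = z-score above 3 at 5 µM with at least 500 cells counted in the well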
WT yeast gro inh = growth inhibition of WT yeast, mitochondrial fusion screen; mitochondrial fusion phenotypic screen, WT strain; inhibition, % at 10 µM; 190,000 compounds, 2.1% hits; AID 1362; in the data active = inhibition above about 58%; tested in S. cerevisiae
AID2073 = disruptors of CaV2.2 binding to Mint1 – biochemical, HTRF (AID 2073); inhibition, % at 20 µM, or IC50 in µM where a hit was titrated; 290,000 compounds, 0.19% hits; HTRF protein-protein interaction, Mint1-CaV2.2; higher % means a stronger effect; in the data active = inhibition mostly above about 51%, no sharp cut-off; also: some results filed as inactive read as strong as hits
Dynein cargo inh = blocks dynein driven cargo transport along microtubules; 3617.4 mouse cells, GR-EGFP nuclear translocation imaging; test concentration mostly 20 µM; stimulated with dexamethasone, 1 µM; active compounds read low; z-score, hits read low; 220,000 compounds, 0.47% hits;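 active = plate z-score of nuclear minus cytoplasmic receptor signal below a set negative limit, without overly bright fluorescence or cell loss, cut at about -3.5 in these data, passing the limit was not always enough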;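 also: z-score of nuclear minus cytoplasmic ring GR-EGFP intensity difference per well; some compounds called inactive have numbers as strong as hits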
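Schedule: 48 h induction, then 1 h compound, then 30 min agonist, 37 °C. Buffer or medium: tetracycline-free induction medium containing charcoal-stripped FBS. Reagent: 1.0 µM final dexamethasone stimulus. Evaluation: nuclear versus cytoplasmic GR-EGFP signal, averaged per well. Signal: high-content fluorescence imaging after fixation.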
Autophagy HCS = alters autophagy in cells | MEF GFP-LC3 puncta imaging; test concentration mostly 10 µM | calls only at 10 µM (by protocol) | 190,000 compounds, 0.98% hits;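 active = percentage of spot-positive cells more than 3 SD above its plate mean, without a fluorescence outlier flag or 80% toxicity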;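 also: spot-positive cell cutoff set from DMSO-treated cells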
HIV peptide binding = cell-free HIV fusion peptide-binding blockers – biochemical, uHTS, fluorescence dequenching, primary screen (AID 1986). 290,000 compounds, 0.3% hits. inhibition, % at 20 µM, or IC50 in µM where a hit was titrated. cell-free peptide binding, fluorescence dequenching, 30 min; higher % means a stronger effect; in the data active = inhibition mostly above about 52%, no sharp cut-off; inactive = mostly below about 76%; also: some results filed as inactive read as strong as hits
bCat nuc transl = beta-catenin nuclear translocation modulation | nuclear translocation activity, % at 5 µM | 190,000 compounds, 0.3% hits | HeLa beta-catenin nuclear translocation, immunofluorescence imaging;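 active = nuclear translocation activity above 50% at 5 µM, with a well cell count of 50 or more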;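 also: per-cell ratio of nuclear to cytoplasmic median beta-catenin stain intensity; plate controls were DMSO negative control for no effect and GSK-3 inhibitor IX positive control for full effect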
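Read-out: Nuclear/cytoplasmic beta-catenin signal ratio, % activation | Assay system: Human HeLa cell line | Times: 24 h compound exposure at 37°C, 5% CO2 | Signal: Fluorescence imaging of beta-catenin antibody stain plus DAPI | Dosing: 5 µM primary, 0.02–20 µM confirmation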
WT yeast gro inh mutant strain = further read-out of WT yeast gro inh, marked with its call; inhibition, %; mitochondrial fusion phenotypic screen, mutant strain inhibition
Dynein cargo inh cytoplasmic EGFP = further read-out of Dynein cargo inh, marked with its call; z-score; measured here: cytoplasmic GR-EGFP intensity; active compounds read high
Dynein cargo inh nuclear GR-EGFP = further read-out of Dynein cargo inh, marked with its call; z-score; measured here: nuclear GR-EGFP intensity;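 lower value marks the stronger effect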
Dynein cargo inh cell count = also measured in Dynein cargo inh; calls as there; z-score; measured here: cell count per field
Ins promoter up cell count = recorded beside Ins promoter up, whose call it bears; cell count; measured here: cytotoxicity, nuclei count;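 total cells summed across four imaged fields per well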
bCat nuc transl cell count 5 µM = recorded beside bCat nuc transl, whose call it bears; cell count; measured here: cell count, cytotoxicity flag
MT stabilizer Hoechst-high % = further read-out of MT stabilizer, marked with its call; % Hoechst-high responders; measured here: nuclear condensation Hoechst responders;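 share of cells brighter than vehicle mean plus two SD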
MT stabilizer cytotoxicity % = further read-out of MT stabilizer, marked with its call; toxicity, %; measured here: cytotoxicity by cell density;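 0% = mean cell density of plate MIN control wells and 100% = no cells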
Autophagy HCS cell loss 18 h = second read-out of Autophagy HCS, no call of its own (marks repeat the call); toxicity, %; measured here: cell loss, nuclei count;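 cell loss after 18 h compound exposure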
* hit, by the source's call; i = inactive; / = not tested or not shown.

1) CN(C)CCCSc1ccccc1NC(=O)/C=C/c1ccccc1
2) O=C(O)Cc1cn(-c2ccccc2)nc1-c1ccc(Cl)cc1
3) Cc1c(C)n(Cc2ccccc2)c2ccc(C(=O)OCCN(C)C)cc12
4) Cc1scc2c1N(C(=O)CN1CCN(C)CC1)c1ccccc1NC2=O
5) CCN(CC)CC1CCCCN1CC(=O)N1c2ccccc2C(=O)Nc2cccnc21 (stereo not given)
6) Nc1c2ccccc2nc2ccccc12

assay / compound,1,2,3,4,5,6
Yfh1-off respiration,i,i,i,i,i,i
MT stabilizer,/,2.2,3.2,2.8,/,/
MT stabilizer Hoechst-high %,/,1.8,2.2,2.9,/,/
MT stabilizer cytotoxicity %,/,4.4,8.3,2.1,/,/
Ins promoter up,-0.45,1.3,/,0.74,-1.2,-0.15
Ins promoter up cell count,1483,1129,/,1052,1426,884
WT yeast gro inh,-6,15,37,-9,0,/
WT yeast gro inh mutant strain,-10,-13,30,-9,8,/
AID2073,-2%,12%,-6%,6%,0%,11%
Dynein cargo inh,/,1,-1.1,0.45,/,-0.68
Dynein cargo inh cytoplasmic EGFP,/,0.094,-0.28,-0.26,/,-0.25
Dynein cargo inh nuclear GR-EGFP,/,1.4,-0.62,0.56,/,-0.72
Dynein cargo inh cell count,/,-2.1,0.9,-0.85,/,0.057
Autophagy HCS,/,i,i,i,/,/
Autophagy HCS cell loss 18 h,/,-5,2,1,/,/
HIV peptide binding,-1.1%,1.4%,-1.0%,-2.3%,-0.9%,-1.8%
bCat nuc transl,0.8,-3.5,-1.5,6.1,-2.7,3.7
bCat nuc transl cell count 5 µM,1076,1135,1038,1029,1196,760

Reformatted bar-delimited: six of the compounds above.
item | Structure | Yfh1-off respiration | MT stabilizer | MT stabilizer Hoechst-high % | MT stabilizer cytotoxicity % | Ins promoter up | Ins promoter up cell count | WT yeast gro inh | WT yeast gro inh mutant strain | AID2073 | Dynein cargo inh | Dynein cargo inh cytoplasmic EGFP | Dynein cargo inh nuclear GR-EGFP | Dynein cargo inh cell count | Autophagy HCS | Autophagy HCS cell loss 18 h | HIV peptide binding | bCat nuc transl | bCat nuc transl cell count 5 µM
1 | CN(C)CCCSc1ccccc1NC(=O)/C=C/c1ccccc1 | i | / | / | / | -0.45 | 1483 | -6 | -10 | -2% | / | / | / | / | / | / | -1.1% | 0.8 | 1076
2 | O=C(O)Cc1cn(-c2ccccc2)nc1-c1ccc(Cl)cc1 | i | 2.2 | 1.8 | 4.4 | 1.3 | 1129 | 15 | -13 | 12% | 1 | 0.094 | 1.4 | -2.1 | i | -5 | 1.4% | -3.5 | 1135
3 | Cc1c(C)n(Cc2ccccc2)c2ccc(C(=O)OCCN(C)C)cc12 | i | 3.2 | 2.2 | 8.3 | / | / | 37 | 30 | -6% | -1.1 | -0.28 | -0.62 | 0.9 | i | 2 | -1.0% | -1.5 | 1038
4 | Cc1scc2c1N(C(=O)CN1CCN(C)CC1)c1ccccc1NC2=O | i | 2.8 | 2.9 | 2.1 | 0.74 | 1052 | -9 | -9 | 6% | 0.45 | -0.26 | 0.56 | -0.85 | i | 1 | -2.3% | 6.1 | 1029
5 | CCN(CC)CC1CCCCN1CC(=O)N1c2ccccc2C(=O)Nc2cccnc21 (stereo not given) | i | / | / | / | -1.2 | 1426 | 0 | 8 | 0% | / | / | / | / | / | / | -0.9% | -2.7 | 1196
6 | Nc1c2ccccc2nc2ccccc12 | i | / | / | / | -0.15 | 884 | / | / | 11% | -0.68 | -0.25 | -0.72 | 0.057 | / | / | -1.8% | 3.7 | 760

Going on with the list.
7) CCCOc1ccc2nc(NC(=O)OC)[nH]c2c1
8) COc1ccc(C(=O)c2ccccc2)c(O)c1
9) CC(C)(C)NCC(O)COc1cccc2c1C[C@H](O)[C@H](O)C2 (stereo not given in full)
10) CCN(CCCCOC(=O)c1ccc(OC)c(OC)c1)C(C)Cc1ccc(OC)cc1 (stereo not given)

assay / compound,7,8,9,10
Yfh1-off respiration,/,i,i,i
MT stabilizer,6.8,2.2,3.5,2.4
MT stabilizer Hoechst-high %,53,2.0,1.3,3.1
MT stabilizer cytotoxicity %,34,11,6.2,10
Ins promoter up,/,0.07,/,/
Ins promoter up cell count,/,1030,/,/
WT yeast gro inh,-3,1,-3,19
WT yeast gro inh mutant strain,-9,-2,-18,-2
AID2073,3%,0%,-12%,2%
Dynein cargo inh,0.82,-0.94,0.76,0.29
Dynein cargo inh cytoplasmic EGFP,-0.25,-0.17,0.71,-0.24
Dynein cargo inh nuclear GR-EGFP,0.81,-0.21,0.91,0.59
Dynein cargo inh cell count,-0.18,-0.61,-0.055,0.25
Autophagy HCS,i,i,i,i
Autophagy HCS cell loss 18 h,24,1,10,-12
HIV peptide binding,0.3%,-1.4%,1.3%,0.5%
bCat nuc transl,/,0.0,/,/
bCat nuc transl cell count 5 µM,/,983,/,/

A portion of the library, so the mix of outcomes need not match the whole.
